Screens deposited in PubChem BioAssay by National Center for Advancing Translational Sciences (NCATS).
ERG Ets-DNA blk – inhibitors of human ERG Ets domain-DNA interaction | AID 624246 | P11308 | fluorescence polarization, His-ERG Ets domain / labelled DNA | hit rate 0.028% among 370,000 | Potency, µM (top dose mostly 76.9 µM), without a hit: at the top dose FP activity, negative = inhibition, most hits filed as inhibitors; active = well fitted inhibition curve with a large enough effect in the polarisation, with a control signal flat; inconclusive = small, poorly fitted or top-dose-only effect, or effect the other way, or a change in a side signal; inactive = no such curve, though single readings can be large or run the other way; the % refers to the polarisation;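 note: polarization taken with two DNA probes labelled with fluorescein and Texas red; potency is the fitted concentration of half-maximal effect; % of control where 0% means no effect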
Target sequence (P11308 whole entry, looked up, the tested form may be a part): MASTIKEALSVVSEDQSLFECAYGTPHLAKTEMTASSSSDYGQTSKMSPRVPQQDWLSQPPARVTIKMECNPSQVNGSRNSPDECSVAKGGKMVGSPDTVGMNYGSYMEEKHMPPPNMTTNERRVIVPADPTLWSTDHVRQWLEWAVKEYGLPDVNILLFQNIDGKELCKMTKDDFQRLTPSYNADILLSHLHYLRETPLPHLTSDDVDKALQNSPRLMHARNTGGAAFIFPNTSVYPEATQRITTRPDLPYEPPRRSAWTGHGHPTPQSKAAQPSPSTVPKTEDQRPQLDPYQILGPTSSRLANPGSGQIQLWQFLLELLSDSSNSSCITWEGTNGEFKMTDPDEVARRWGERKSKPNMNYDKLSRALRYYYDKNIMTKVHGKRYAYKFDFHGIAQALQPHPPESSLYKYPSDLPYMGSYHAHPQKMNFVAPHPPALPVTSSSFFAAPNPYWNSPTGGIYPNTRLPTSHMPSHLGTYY
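His-tagged ERG Ets domain (1 uM in the protein solution; 300mM KCl, 50mM Tris-HCl, 1mM EDTA, 1mM DTT, pH 7.5) received compound, then a probe mix of 5 nM fluorescein-DNA and 100nM Texas-615-DNA. Fluorescence polarization was read for both dyes.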
LDHA inh – LDHA (human) enzyme inhibition; activity change, % (values are at about 110 or 230 µM); hit rate 0.15% among 480,000; P00338; purified LDHA, NADH/diaphorase-resazurin fluorescence; hits give low values; in the data active = activity change below about -30%; inconclusive = mostly about -25% to -30%;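 note: plate controls were DMSO wells for no effect and wells without enzyme for full effect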
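Human LDH5 (2 nM) was incubated with 0.06 mM NADH and 0.2 mM pyruvate for 5 min at room temperature in Tris pH 7.4. Remaining NADH was coupled through diaphorase/resazurin, and resorufin fluorescence was read at 0 and 20 min.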
RGS4 inh – human RGS4 inhibition. hit rate 0.039% among 390,000. Transcreener GDP fluorescence polarization, RGS4-accelerated GTP hydrolysis. Potency, µM (doses to about 114 µM), inactives show at the highest dose activity change, negative = inhibition, actives largely listed as inhibitors. AID 504845. P49798; note: potency is the fitted concentration of half-maximal effect; % is set by controls: 0 for no effect and ±100 for the full control effect; nearly all actives have a fitted effect of over 75% in size; some results filed as inactive show a strong effect at the top dose
Target sequence (P49798 whole entry, looked up): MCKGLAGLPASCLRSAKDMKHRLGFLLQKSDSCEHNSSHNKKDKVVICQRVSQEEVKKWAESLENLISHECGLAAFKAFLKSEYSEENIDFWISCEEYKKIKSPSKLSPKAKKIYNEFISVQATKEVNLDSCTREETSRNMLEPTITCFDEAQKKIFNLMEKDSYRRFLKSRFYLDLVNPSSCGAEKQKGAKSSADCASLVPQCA
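MLSMR compounds (23 nl, pin-transferred) preincubated 10 min at room temperature with a 500nM (2x) first reagent, then RGS4 at 900nM (2x) plus Transcreener GDP mix added; fluorescence polarization (620/688 nm) read before and after 90 min at 30 °C.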
D2 antagonist – antagonists of human D2 dopamine receptor; P14416; HEK293 TREx D2 cells, calcium flux, dopamine EC80; inhibition, % at 10 µM; hit rate 2% among 340,000; in the data active = inhibition above about 30%; note: 0% is about no effect
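Measurement of antagonist activity uses fluorescent calcium dye in inducible HEK293 T-REx D2 cells: 10 s baseline, compound addition with 180 s read, EC80 dopamine addition with a further 180 s read.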
Glioma ERSR ind – inducers of ER stress response in human glioma cells | hit rate 0.02% among 420,000 | Potency, µM, for the others: at the top dose activation, hits mostly activators | U87-MG GRP78 promoter luciferase reporter, 16 h; note: potency is the fitted concentration of half-maximal effect; series mostly up to about 76 µM; % of control where 0% means no effect; nearly all actives have a fitted effect of over 35% in size
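ERSR induction read as luciferase luminescence (Bright-Glo, 10 min at room temperature) in stably transfected human U87-MG glioma cells exposed to compounds for 16 h, using GRP78 as sensor.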
12-LOX inh – ALOX12 (human) lipoxygenase inhibition; purified 12hLO, xylenol orange hydroperoxide absorbance; Potency, µM (doses to about 108 µM), inactives show at the top dose activity change, negative = inhibition, actives largely listed as inhibitors; P18054; hit rate 1.1% among 580,000; note: potency is the fitted concentration of half-maximal effect; % is set by controls: 0 for no effect and ±100 for the full control effect
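Purified human 12hLO at 150 nM in 25 mM Hepes, 0.01% Triton X-100, pH 7.0, preincubated 15 min at room temperature with compound. Reaction started with 40 uM arachidonic acid, 30 min at room temperature. Hydroperoxide measured by Fe-xylenol orange, 573/405 nm absorbance ratio.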
D2 agonist – agonists of human D2 dopamine receptor; HEK293 T-REx D2 cells, calcium flux agonist mode; hit rate 0.53% among 340,000; P14416; AID 485358; activation, % at 2 µM;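 active = activation over 3 SD above normal in the single-dose calcium agonist read, cut at about 30% in these data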; note: 0% is about no effect
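HEK293 Trex D2 cells, tetracycline-induced, o/n 30 C 5% CO2; no-wash Ca dye, RT 30–90 min; 10-cycle baseline, 23 nl cpd added, kinetic Ca read 180 s; agonist hits = positive Ca response.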
Vif-A3F inh – blocks the Vif interaction with APOBEC3F | HeLa A3F-eYFP + Vif (tagged APOBEC3F with the HIV-1 protein that degrades it), YFP fluorescence increase | Potency, µM (series often up to 46.1 µM), for the others: top-dose activity, negative = active | hit rate 0.2% among 390,000 | AID 602313; note: potency is the fitted concentration of half-maximal effect; % of control where 0% means no effect; nearly all actives have a fitted effect of over 65% in size
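HeLa cells stably expressing Vif plus C-terminally eYFP-tagged A3F were seeded, incubated overnight at 37 deg C, dosed with compound, incubated overnight again at 37 deg C. Yellow fluorescence (Ex 488/Em 500-530) reported blocked Vif-mediated A3F-eYFP degradation.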
Vif-A3G inh – Vif-A3G binding inhibition; HeLa A3G-eYFP + Vif (tagged APOBEC3G with the HIV-1 protein that degrades it), YFP fluorescence, overnight; Potency, µM (highest dose often 46.1 µM), without a hit: at the top dose activity, negative = active, usual class: inhibitors; hit rate 0.076% among 410,000; AID 602310;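 note: potency is the fitted concentration of half-maximal effect; % is set by controls: 0 for no effect and ±100 for the full control effect; nearly all actives have a fitted effect of over 60% in size; hits raise eYFP signal because A3G escapes Vif-driven loss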
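Read-out is eYFP fluorescence (Ex 488/Em 500-530) from Vif-expressing HeLa A3G-eYFP cells; more signal means A3G escaped Vif-mediated degradation. Cells plated overnight, compound pinned in, incubated overnight at 37 deg C.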
The depositor's hits bear a star; ? = inconclusive; . = not tested or not shown; [ ] = dose if it differs, or a comment. Unless noted, calls come from the whole dose curve; as a rule, active = well fitted curve in the direction sought with a large enough effect; inconclusive = small, poorly fitted or top-dose-only effect, or another doubt; inactive = no such curve, though single readings can be large; an effect the other way counts as inactive or inconclusive. An excerpt; the hit share may differ from the screen's.

Structure	ERG Ets-DNA blk	LDHA inh	RGS4 inh	D2 antagonist	Glioma ERSR ind	12-LOX inh	D2 agonist	Vif-A3F inh	Vif-A3G inh
CC1CN(Cc2nc3c(c(=O)n(C)c(=O)n3C)n2Cc2ccccc2)CC(C)O1 (centres undefined)	5%	-7	0%	-1	-5%	2%	0.5	2%	0%
Clc1cccc(CN2CCN(Cc3ccco3)CC2)c1	1%	-21	6%	-22	-3%	?	-1.2	-9%	0%
CN(C)S(=O)(=O)N1CCN(c2ccc(Cl)cc2)CC1	-1%	-17	36%	13	0%	-1%	-0.3	-4%	-1%
O=[N+]([O-])c1ccc(Sc2ccccc2)nc1	8%	-10	0%	5	-1%	-2%	-0.7	-12%	1%
Cc1nccn1C(c1ccccc1)c1ccccc1	-1%	-34*	9%	.	-3%	0%	.	-15%	-3%
NC(=O)C1CCN(C(=O)COc2ccc(Nc3ccccc3)cc2)CC1	15%	5	-17%	-8	-3%	0%	0.0	9%	-9%
COc1cc(C(=O)NC2CCCC2)c(Br)c(OC)c1OC	3%	-2	21%	3	-2%	-1%	-0.5	-6%	0%
Cc1ccc(CNC(=O)CSc2nc(=O)[nH]c3c2CCCC3)cc1	-10%	-8	6%	.	0%	-27%	0.9	-7%	1%

New compounds follow
Structure	ERG Ets-DNA blk	LDHA inh	RGS4 inh	D2 antagonist	Glioma ERSR ind	12-LOX inh	D2 agonist	Vif-A3F inh	Vif-A3G inh
COC(=O)c1cc(-c2ccccc2)sc1NC(=O)CN1C(=O)c2ccccc2C1=O	-9%	-3	-32%	-14	-4%	?	-0.4	3%	-3%
O=S(=O)(c1ccc(Br)cc1)N1CCn2c(nc3ccccc32)C1	0%	-7	-8%	20	-1%	5%	-1.4	-2%	1%
COc1cccc(-c2cn(-c3cccc(C(F)(F)F)c3)c(=S)[nH]2)c1	16%	-4	-14%	7	3%	0%	-0.8	-24%	12%
COCc1cc(/C=N\NC(=O)c2ccc(Cl)cc2)ccc1OC	2%	-12	9%	23	-4%	0%	-0.3	1%	-1%
Oc1ccccc1C1C=C(c2ccc3c(c2)OCO3)NC(c2cccc(F)c2)N1 (centres undefined)	.	2	-1%	.	?	.	.	.	-25%
CC(C)CNC(=O)/C(C#N)=C1\N=C(NC(=O)c2ccco2)c2ccccc21	4%	-2	13%	-3	2%	10%	-0.2	-18%	-8%
COC(=O)C1=C(C)NC(C)=C(C(=O)OCC2CCCO2)C1c1cccc(Cl)c1 (centres undefined)	4%	-2	12%	14	-2%	-7%	0.8	2%	-2%
CCOC(=O)c1c(NC(=O)CC2Nc3cc(C)c(C)cc3NC2=O)sc(C)c1C (centres undefined)	.	-9	25%	-8	-1%	0%	1.8	?	3%

Continuation:
Structure	ERG Ets-DNA blk	LDHA inh	RGS4 inh	D2 antagonist	Glioma ERSR ind	12-LOX inh	D2 agonist	Vif-A3F inh	Vif-A3G inh
Cc1cc(C)c(C(=O)COC(=O)Cn2c(C)csc2=O)cc1C	-7%	-3	-15%	-11	2%	348%[activator]	1.0	3%	-7%
O=S(=O)(/N=C(/c1ccccc1)N1CCOCC1)c1ccc(Br)cc1	1%	-4	15%	12	2%	6%	0.0	-12%	1%
CSc1nc(-c2ccccc2F)c(C#N)c(=O)n1C	12%	1	3%	8	-3%	0%	-0.3	-6%	1%
Cc1cc(-c2ccc(S(=O)(=O)Nc3cccc(C)c3C)s2)on1	-1%	-7	-19%	.	-3%	-10%	-0.1	-4%	-15%
Cc1ccccc1CNC(=O)CN(c1cccc(C)c1C)S(C)(=O)=O	0%	3	-2%	.	-2%	-17%	0.0	-3%	-1%
O=C(NCCSc1ccccc1)c1ccco1	-1%	-5	18%	14	-7%	-12%	0.1	6%	0%
COc1ccc(S(=O)(=O)N2CCOCC2)cc1NC(=O)CCNC(=O)c1ccc(Br)cc1	-3%	3	?	5	-3%	-20%	0.0	8%	-7%
Cc1nc(C)c(C(=O)O)c(-c2cccs2)c1C(=O)O	1%	-3	6%	0	-2%	7%	0.2	-1%	2%

(list continues)
Structure	ERG Ets-DNA blk	LDHA inh	RGS4 inh	D2 antagonist	Glioma ERSR ind	12-LOX inh	D2 agonist	Vif-A3F inh	Vif-A3G inh
C=CCn1c(SCC(=O)Nc2ccccc2)nc2scc(-c3cccs3)c2c1=O	0%	1	-11%	-4	-3%	21%	0.4	.	3%
COc1cccc(N2CC(NC(=O)C3CCCC3)CC2=O)c1 (centres undefined)	3%	-1	-20%	.	1%	-13%	.	-14%	2%
CCc1nn(CC(=O)N2CCN(c3cccc(OC)c3)CC2)c(=O)c2cc3occc3n12	-5%	2	6%	.	0%	-21%	-0.7	-3%	2%
Cc1ccccc1-n1c(=O)cc(N2CC(C)OC(C)C2)[nH]c1=O (centres undefined)	-5%	0	-1%	-20	-1%	2%	-1.6	-14%	1%
Cc1ccc(C)c(NC(=S)NC(NC(=O)OCc2ccccc2)C(Cl)(Cl)Cl)c1 (centres undefined)	.	-8	-2%	-7	0%	-18%	-0.2	-9%	-2%
C[C@H](CO)N1C[C@H](C)[C@@H](CN(C)C(=O)Nc2ccccc2)Oc2ccc(NS(=O)(=O)c3ccccc3)cc2C1=O	0%	-1	13%	.	-5%	2%	.	-2%	-1%
COc1ccc(NC(=O)c2cc(C3CCCCN3C(=O)c3ccc(C#N)cc3)on2)c(C)c1 (centres undefined)	.	-3	.	.	0%	-27%	.	.	1%
Cc1ccc(NC(=O)Cn2cnc3nc4c(cc3c2=O)CCCC4)cc1Cl	-1%	-1	-13%	.	-1%	-26%	-0.2	-14%	2%

Next section:
SMILES	ERG Ets-DNA blk	LDHA inh	RGS4 inh	D2 antagonist	Glioma ERSR ind	12-LOX inh	D2 agonist	Vif-A3F inh	Vif-A3G inh
Cn1c(SCC(N)=O)nnc1-c1ccccc1	.	-2	-2%	-17	-5%	3%	0.5	0%	3%
COc1ccc(CNC(=O)CN(C(=O)c2csnn2)c2cnc3ccccc3c2)cc1	1%	-6	-21%	-8	-2%	-8%	-0.8	11%	-2%
O=C(CC1S/C(=N/N=C/c2cccs2)NC1=O)Nc1ccccc1F (centres undefined)	12%	-6	6%[56.9 µM]	.	2%	-2%	.	-7%	-1%
Cc1oc(C)c2c(=O)cc(-c3ccc4c(c3)OCO4)cc(OC(=O)c3ccccc3Br)c12	1%	12	-26%	.	-1%	?	0.3	-30%	11%
CSCCC(NC(=O)COc1ccccc1)C(=O)N1CCN(c2ccccc2)CC1 (centres undefined)	.	-9	-46%	13	-4%	237%[activator]	0.6	1%	-1%
Cc1ccccc1NC(=O)CNC(=O)Cc1cccc2ccccc12	5%	-6	-14%	20	3%	7%	-0.1	-17%	1%
Cc1ccc(S(=O)(=O)N2CCN(CC(=O)Nc3ccccc3C(=O)NC3CC3)CC2)cc1	-6%	-2	10%	-11	-3%	-1%	0.6	?	-5%
CC1CCN(S(=O)(=O)c2ccc(C(C)C)cc2)CC1	21%	-3	22%	0	4%	?	8.1	15%	1%
Cc1c(/C=C(\C#N)C(=O)Nc2cccc(Cl)c2)c2ccccc2n1Cc1ccccc1	2%	-3	-30%	.	-2%	?	3.7	3%	-5%
COc1ccccc1CN1CC(C(=O)N(C)Cc2[nH]c3ccccc3c2C)CCC1=O (centres undefined)	-4%	5	-19%	-12	0%	-2%	0.6	7%	0%
O=C(NCc1ccc2c(c1)OCO2)c1cc(COc2c(F)cccc2F)on1	-3%	0	11%	4	2%	7%	0.1	5%	-19%
CCCc1[nH]nc2c1C(c1ccc(OC(=O)N3CCOCC3)cc1)C(C#N)=C(N)O2 (centres undefined)	.	2	-7%	-7	-2%	-11%[57.4 µM]	-0.7	2%	-1%
Cc1nc(N)c(S(=O)(=O)c2ccccc2)c(Nc2ccc(Br)cc2)n1	7%	-1	-13%	.	-3%	0%	-0.8	-1%	2%

One compound at a time, from the list above. Order of values: ERG Ets-DNA blk	LDHA inh	RGS4 inh	D2 antagonist	Glioma ERSR ind	12-LOX inh	D2 agonist	Vif-A3F inh	Vif-A3G inh
Cc1oc(C)c2c(=O)cc(-c3ccc4c(c3)OCO4)cc(OC(=O)c3ccccc3Br)c12 is listed with 1%	12	-26%	.	-1%	?	0.3	-30%	11%
COc1ccccc1CN1CC(C(=O)N(C)Cc2[nH]c3ccccc3c2C)CCC1=O (centres undefined) is listed with -4%	5	-19%	-12	0%	-2%	0.6	7%	0%
CC1CCN(S(=O)(=O)c2ccc(C(C)C)cc2)CC1 is listed with 21%	-3	22%	0	4%	?	8.1	15%	1%
